WT yeast gro inh – growth inhibition of WT yeast, mitochondrial fusion screen; inhibition, % at 10 µM; 190,000 tested, 2.1% active; mitochondrial fusion phenotypic screen, WT strain; AID 1362; in the data active means inhibition above about 58%; tested in S. cerevisiae
Lipid droplet – modulators of hepatic lipid droplet formation. AML12 mouse hepatocytes, oleate lipid droplets, BODIPY imaging. inhibition, % at 6.5 µM. 240,000 tested, 0.4% active. AID 1656;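 active means lipid droplet intensity inhibited by at least 50%, with more than 500 cells counted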
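Assay system: AML12 hepatocytes (mouse); Probe or stimulus: oleic acid at 100 µM to induce lipid droplet formation; Dosing: compound at 6.5 µM only; Schedule: compound with oleate, overnight; Detection: fluorescence imaging, 20x objective, two fields per well; Measure: % inhibition of lipid droplet signal.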
CSM14.1 death rescue – protection against thapsigargin-triggered cell killing – 384-well, CSM14.1, ATP luminescence, primary screen (AID 1222) | cellular ATP content (survival), % at 20 µM, or EC50 in µM where a hit was titrated | CSM14.1 thapsigargin-induced death rescue, ATP luminescence; higher % means a stronger effect | 190,000 tested, under 10 active;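 active means EC50 below 50 µM in the dose-response confirmation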;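 further: death triggered by thapsigargin at about 15 µM added after 2 h compound pretreatment; cell ATP read after overnight thapsigargin exposure of roughly 18 to 22 hours; normalized against plate controls of thapsigargin alone and 5% DMSO vehicle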
XIAP antagonists – small molecules displacing peptide from XIAP – biochemical, IAP family, fluorescence polarization (AID 1018) | 200,000 tested, 0.007% active | XIAP BIR domain, fluorescence polarization peptide displacement; higher % means a stronger effect | displacement, % at 20 µM; hits with a dose series show IC50 in µM; in the data active means displacement above about 50%; further: a part of the inactive calls stands beside numbers as strong as those of hits
Dynein cargo inh – blocks dynein driven cargo transport along microtubules; 3617.4 mouse cells, GR-EGFP nuclear translocation imaging; test concentration mostly 20 µM; stimulated with dexamethasone, 1 µM; hits give low values; z-score, hits read low; 220,000 tested, 0.47% active; AID 1381;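 active means plate z-score of nuclear minus cytoplasmic receptor signal below a set negative limit, without overly bright fluorescence or cell loss, cut at about -3.5 in these data, passing the limit was not always enough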;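 further: z-score of nuclear minus cytoplasmic ring GR-EGFP intensity difference per well; some compounds called inactive have numbers as strong as hits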
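Buffer or medium – tet-free medium with charcoal-stripped serum · Signal – automated 10x imaging of fixed Hoechst-stained cells · Also added – dexamethasone agonist, 1.0 µM final, for 30 min · Incubation – induction 48 h, compound 1 h, agonist 30 min · Read-out – GR-EGFP nuclear translocation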
bCat nuc transl – beta-catenin nuclear translocation modulation | AID 1665 | nuclear translocation activity, % at 5 µM | 190,000 tested, 0.3% active | HeLa beta-catenin nuclear translocation, immunofluorescence imaging;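 active means nuclear translocation activity above 50% at 5 µM, with a well cell count of 50 or more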;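 further: per-cell ratio of nuclear to cytoplasmic median beta-catenin stain intensity; plate controls were DMSO negative control for no effect and GSK-3 inhibitor IX positive control for full effect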
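Signal – beta-catenin immunofluorescence imaging with DAPI · Test system – human HeLa cell line · Dosing – 5 µM primary single dose, 0.1% DMSO, 0.02–20 µM confirmation series · Measure – % activation, nuclear-to-cytoplasmic median beta-catenin signal ratio per cell · Incubation – 24 h compound exposure at 37°C, 5% CO2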
Insulin prom up – MIN6 insulin promoter up-regulation. 190,000 tested, 0.3% active. MIN6 insulin promoter-GFP reporter, high-content imaging; hits give high values. z-score at 5 µM;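 active means z-score above 3 at 5 µM with at least 500 cells counted in the well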
MT stabilizer – stabilizes microtubules in HeLa cells. HeLa tubulin immunostaining HCS, 24 h; share of cells brighter than vehicle mean+2SD. % tubulin-high responders, % at 10 µM. 200,000 tested, 0.83% active;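 active means plate Z-score above 3 for both tubulin-high and condensed-nucleus cell shares, with cell loss under 80%, at 10 µM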;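 further: anti alpha tubulin signal scored within the nucleus-defined area of each cell; some results filed as inactive read as strong as hits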
Autophagy HCS – autophagy modulation, high-content screen | MEF GFP-LC3 puncta imaging; test concentration mostly 10 µM | calls only at 10 µM (by protocol) | 190,000 tested, 0.98% active | AID 463193;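 active means percentage of spot-positive cells more than 3 SD above its plate mean, without a fluorescence outlier flag or 80% toxicity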;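 further: spot-positive cell cutoff set from DMSO-treated cells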
WT yeast gro inh mutant strain – second read-out of WT yeast gro inh, no call of its own (marks repeat the call); inhibition, %; mitochondrial fusion phenotypic screen, mutant strain inhibition
Dynein cargo inh cytoplasmic EGFP – further read-out of Dynein cargo inh, marked with its call; z-score; measured here: cytoplasmic GR-EGFP intensity; hits give high values
Dynein cargo inh nuclear GR-EGFP – further read-out of Dynein cargo inh, marked with its call; z-score; measured here: nuclear GR-EGFP intensity;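 lower value marks the stronger effect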
Dynein cargo inh cell count – recorded beside Dynein cargo inh, whose call it bears; z-score; measured here: cell count per field
Insulin prom up cell count – second read-out of Insulin prom up, no call of its own (marks repeat the call); cell count; measured here: cytotoxicity, nuclei count;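 total cells summed across four imaged fields per well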
Lipid droplet cells 6.5 µM – further read-out of Lipid droplet, marked with its call; cell count; measured here: cell count, cytotoxicity flag;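 cells counted across two imaged fields per well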
bCat nuc transl cell count 5 µM – also measured in bCat nuc transl; calls as there; cell count; measured here: cell count, cytotoxicity flag
MT stabilizer Hoechst-high % – recorded beside MT stabilizer, whose call it bears; % Hoechst-high responders; measured here: nuclear condensation Hoechst responders;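 share of cells brighter than vehicle mean plus two SD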
MT stabilizer cytotoxicity % – recorded beside MT stabilizer, whose call it bears; toxicity, %; measured here: cytotoxicity by cell density;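 0% = mean cell density of plate MIN control wells and 100% = no cells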
Autophagy HCS cell loss 18 h – second read-out of Autophagy HCS, no call of its own (marks repeat the call); toxicity, %; measured here: cell loss, nuclei count;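 cell loss after 18 h compound exposure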
An asterisk follows results filed as active; i = inactive; · = no result given; + = active, no number.

[1] Cc1ccc2cccc(OCC(=O)Nc3ccc(N4CCOCC4)cc3)c2n1
[2] COC(=O)[C@H](CCSC)NC(=O)Nc1cc(C)ccc1C
[3] COC(=O)Cc1c(O)ccn(C2CC2)c1=O
[4] CCN(CC)S(=O)(=O)c1cccc(-c2nnc(SC(C)C#N)n2Cc2ccccc2)c1 (stereo not drawn)
[5] O=C(NC1CC2CCCC(C1)N2C1CC1)NC12CC3CC(CC(C3)C1)C2 (stereo not drawn)
[6] CCC1CCCCN1C1Sc2ccc(C(=O)OC)cc2NC1=O (stereo not drawn)
[7] CSc1oc(-c2ccco2)nc1S(=O)(=O)c1ccc(F)cc1
[8] COC(=O)C(Nc1nccs1)(OC)C(F)(F)F (stereo not drawn)
Compound	1	2	3	4	5	6	7	8
MT stabilizer	3.1	3.9	2.5	3.6	2.0	5.2	4.2	4.1
Autophagy HCS	i	i	i	i	i	i	i	i
WT yeast gro inh mutant strain	5	6	-2	-10	·	-23	-10	-1
Dynein cargo inh nuclear GR-EGFP	0.18	-0.13	0.35	0.41	0.78	0.45	0.37	0.35
bCat nuc transl	-5.1	0.1	1.3	0.8	-1.6	-1.1	-0.1	-3.5
Insulin prom up cell count	·	·	1441	1013	1175	1392	1188	1496
Autophagy HCS cell loss 18 h	9	-5	21	13	-8	2	-9	0
XIAP antagonists	-9.6%	0.1%	-6.0%	-6.6%	-4.1%	-4.5%	-5.4%	-2.3%
Dynein cargo inh cytoplasmic EGFP	-0.3	-0.11	-0.28	-0.25	-0.17	-0.22	-0.2	-0.2
MT stabilizer Hoechst-high %	3.8	2.2	1.9	3.4	2.2	2.5	2.9	2.4
WT yeast gro inh	0	24	-1	-8	·	-50	-8	-11
bCat nuc transl cell count 5 µM	1010	1052	1459	544	1215	883	906	954
Lipid droplet cells 6.5 µM	657	620	679	·	796	·	786	·
Dynein cargo inh cell count	0.5	0.097	0.055	1.6	-1	0.004	0.15	-0.43
Dynein cargo inh	-0.18	-0.35	0.44	-0.038	1.4	0.36	0.4	0.66
CSM14.1 death rescue	-0.2%	-2.7%	1.0%	-1.5%	-2.7%	-0.5%	-2.0%	-0.3%
MT stabilizer cytotoxicity %	9.8	1.8	5.8	9.5	8.4	1.6	4.5	11
Insulin prom up	·	·	0.21	1.4	-0.34	-1.1	0.36	-0.33
Lipid droplet	11	-2	-5	·	2	·	-24	·

The final four compounds of the part above come first, to join the parts:
[5] O=C(NC1CC2CCCC(C1)N2C1CC1)NC12CC3CC(CC(C3)C1)C2 (stereo not drawn)
[6] CCC1CCCCN1C1Sc2ccc(C(=O)OC)cc2NC1=O (stereo not drawn)
[7] CSc1oc(-c2ccco2)nc1S(=O)(=O)c1ccc(F)cc1
[8] COC(=O)C(Nc1nccs1)(OC)C(F)(F)F (stereo not drawn)
[9] CCOc1ccc(NC(=O)Nc2ccccc2C(N)=O)cc1
[10] Cc1nc2ccccc2c(=O)n1NCc1cc(Br)cs1
[11] COc1ccc(-c2c(C)oc3c(CN4CCN(C)CC4)c(O)ccc3c2=O)cc1
[12] Cn1nc(C(F)(F)F)c2cc(C(=O)Nc3ccc(F)cc3F)sc21
[13] COc1ccc(OC2OC3COC(c4ccco4)OC3C(O)C2NC(C)=O)cc1 (stereo not drawn)
[14] COc1ccc(NC(=O)NN2CCOCC2)cc1OC
[15] COc1ccc(C/C(N)=N/OC(=O)COc2ccccc2C)cc1
[16] COc1cccc(NC(=O)Nc2ccc3c(c2)nc(C)n3C)c1
Compound	5	6	7	8	9	10	11	12	13	14	15	16
MT stabilizer	2.0	5.2	4.2	4.1	2.1	2.4	5.0	1.8	5.7	3.6	5.6	1.6
Autophagy HCS	i	i	i	i	i	i	+	i	i	i	i	i
WT yeast gro inh mutant strain	·	-23	-10	-1	16	6	3	3	10	9	-13	7
Dynein cargo inh nuclear GR-EGFP	0.78	0.45	0.37	0.35	-1.1	-0.15	0.64	-0.049	0.77	-0.36	1.2	0.12
bCat nuc transl	-1.6	-1.1	-0.1	-3.5	-0.8	-2.1	-4.5	-1.1	-1.5	0.6	·	-0.9
Insulin prom up cell count	1175	1392	1188	1496	1471	1263	2158	1772	1478	·	1384	1698
Autophagy HCS cell loss 18 h	-8	2	-9	0	0	8	6.2*	-30	24	22	-12	3
XIAP antagonists	-4.1%	-4.5%	-5.4%	-2.3%	-3.1%	-3.9%	-8.6%	-6.3%	-2.2%	-7.7%	-7.9%	-5.2%
Dynein cargo inh cytoplasmic EGFP	-0.17	-0.22	-0.2	-0.2	-0.23	-0.38	0.022	-0.14	-0.27	-0.17	-0.16	-0.12
MT stabilizer Hoechst-high %	2.2	2.5	2.9	2.4	1.8	2.1	2.2	1.8	1.8	2.8	3.6	1.6
WT yeast gro inh	·	-50	-8	-11	41	8	13	-20	9	-28	-9	6
bCat nuc transl cell count 5 µM	1215	883	906	954	1522	939	1110	1022	1067	1553	·	1026
Lipid droplet cells 6.5 µM	796	·	786	·	610	·	627	619	645	655	659	740
Dynein cargo inh cell count	-1	0.004	0.15	-0.43	1.6	0.68	0.092	0.49	-0.21	0.24	-1.7	0.58
Dynein cargo inh	1.4	0.36	0.4	0.66	-1.5	-0.043	0.49	-0.93	0.97	-0.29	2.2	-0.23
CSM14.1 death rescue	-2.7%	-0.5%	-2.0%	-0.3%	-1.0%	-2.1%	-2.3%	-0.4%	-2.4%	0.9%	0.0%	-4.9%
MT stabilizer cytotoxicity %	8.4	1.6	4.5	11	10	7.4	7.5	9.4	3.0	7.7	10	1.7
Insulin prom up	-0.34	-1.1	0.36	-0.33	-0.06	-0.07	1.4	0.33	-0.14	·	-0.06	0.4
Lipid droplet	2	·	-24	·	0	·	25	-6	15	1	7	-4

[17] O=P(OC1CCCCC1)(OC1CCCCC1)C(O)c1ccc(Cl)cc1Cl (stereo not drawn)
[18] CC1(C)Cc2c(ccc3ccccc23)/C(=C/C#N)N1
[19] COC(=O)/C=C/c1ccsc1NC(C)=O
[20] CC1(C)C(=O)OC(/C=C\c2ccccc2)C(C)(C)C1=O (stereo not drawn)
[21] O=C1NN(c2ccc(F)cc2)C(=O)/C1=C\c1cnn(-c2ccccc2)c1
[22] CCCc1cc(-c2ccc(O)c(OCC)c2)c(C#N)c(N)n1
[23] O=C(CSc1nc2ccccc2[nH]1)NCCc1ccc(Cl)cc1
[24] O=C(CN1C(=O)c2ccccc2S1(=O)=O)Nc1ccccc1C(=O)NCc1ccco1
[25] CC(C)C1N=C2c3ccccc3N=C(SCc3cc(=O)n4cc(Cl)ccc4n3)N2C1=O (stereo not drawn)
Compound	17	18	19	20	21	22	23	24	25
MT stabilizer	1.3	1.8	4.3	2.2	3.4	3.2	2.2	3.7	3.3
Autophagy HCS	i	i	i	i	i	i	i	i	i
WT yeast gro inh mutant strain	-6	0	-11	3	-10	-5	-15	8	-5
Dynein cargo inh nuclear GR-EGFP	-0.12	-0.41	0.48	-0.53	-0.69	0.28	0.87	0.39	0.49
bCat nuc transl	-1.1	0.0	1.2	-2.9	-0.5	-3.7	0.9	-0.4	-0.5
Insulin prom up cell count	815	1397	1254	1588	1433	1293	1431	1270	1266
Autophagy HCS cell loss 18 h	-4	-1	-2	10	3	2	-4	-4	8
XIAP antagonists	-1.2%	-5.1%	-0.7%	-2.8%	-9.0%	-1.1%	-4.1%	-2.1%	-4.8%
Dynein cargo inh cytoplasmic EGFP	-0.084	-0.19	-0.22	-0.26	-0.4	-0.17	-0.17	-0.24	-0.36
MT stabilizer Hoechst-high %	0.9	1.8	2.9	1.6	1.8	2.5	3.0	2.2	1.8
WT yeast gro inh	15	22	-1	8	6	-10	4	20	-26
bCat nuc transl cell count 5 µM	966	1396	492	1156	1486	1126	908	556	761
Lipid droplet cells 6.5 µM	816	·	731	705	745	662	563	728	·
Dynein cargo inh cell count	0.58	0.27	-1.1	0.89	1.4	0.65	-1.9	-0.27	-0.058
Dynein cargo inh	-0.65	-0.74	2.1	-1	-0.27	-0.011	0.56	0.8	0.3
CSM14.1 death rescue	-1.5%	-0.3%	-1.5%	-1.0%	-2.1%	2.1%	0.1%	-2.1%	1.7%
MT stabilizer cytotoxicity %	7.1	8.6	7.3	7.3	8.9	7.8	11	8.2	4.0
Insulin prom up	1	0.71	0.82	-1.3	0.17	-0.83	-0.2	0.47	-0.76
Lipid droplet	-10	·	7	1	6	-15	-3	-2	·

Screening results deposited in PubChem BioAssay by several laboratories.

No enrichment for hits. About 4% of those tested had a hit in this group.
